Caspase-7 inhib – allosteric or competitive inhibitors of human caspase-7; recombinant caspase-7, Ac-DEVD-AFC fluorescence rate; Potency, µM (titrated, usually from 57.5 µM), for the others: at the highest dose activity change, negative = inhibition, most hits filed as inhibitors; 0.02% of 75,000 active; active = well fitted inhibition curve with a large enough effect in the main read-out, with a control signal flat, not every such curve was filed as active; inconclusive = small, poorly fitted or top-dose-only effect, or a change in a side signal; note: potency is the fitted concentration of half-maximal effect; % of control where 0% means no effect
4MU fluor – compounds fluorescent in 4-MU spectral region. compound autofluorescence, 340/450 nm, 4-MU equivalents; stronger effect = higher value. max dye-equivalent concentration, M. 11% of 59,000 active. AID 589; in the data active = max dye-equivalent concentration above about 10 nM; inconclusive = mostly about 1.1 nM to 9.6 nM
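Intrinsic fluorescence at 340/450 nm (ex/em) was read after 15 min at room temperature in pH 8.0, 100 mM Tris. Each compound concentration expressed as 4-MU-equivalent concentration from a six-point 4-MU standard series on each plate.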
Luciferase inh – firefly luciferase inhibition; P08659; purified firefly luciferase, luminescence, 8 min; Potency, µM (highest dose often 57.1 µM), for inactives: top-dose activity change, negative = inhibition, actives largely listed as inhibitors; 2.2% of 72,000 active; AID 411; note: potency is the fitted concentration of half-maximal effect; % is set by controls: 0 for no effect and ±100 for the full control effect; nearly all actives have a fitted effect of over 40% in size
Target sequence (P08659 whole entry, looked up): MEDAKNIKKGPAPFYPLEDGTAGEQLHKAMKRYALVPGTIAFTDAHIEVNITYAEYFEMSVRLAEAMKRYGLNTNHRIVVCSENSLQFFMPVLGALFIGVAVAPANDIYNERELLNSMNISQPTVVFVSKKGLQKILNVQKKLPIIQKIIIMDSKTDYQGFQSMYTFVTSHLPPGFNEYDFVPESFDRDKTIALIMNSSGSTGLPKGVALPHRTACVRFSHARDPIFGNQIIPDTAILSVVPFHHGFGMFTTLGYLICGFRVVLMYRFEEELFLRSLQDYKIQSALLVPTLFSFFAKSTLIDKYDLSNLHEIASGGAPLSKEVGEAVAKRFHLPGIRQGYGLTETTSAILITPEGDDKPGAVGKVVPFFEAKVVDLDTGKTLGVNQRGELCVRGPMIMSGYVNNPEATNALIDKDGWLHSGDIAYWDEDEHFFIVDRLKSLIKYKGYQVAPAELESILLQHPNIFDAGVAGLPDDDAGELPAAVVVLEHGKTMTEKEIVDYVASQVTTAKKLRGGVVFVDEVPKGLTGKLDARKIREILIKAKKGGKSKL
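Substrate buffer containing 10 uM ATP (pH 7.2 imidazole, Mg2+, KCl, detergent, BSA) is dispensed, compound pinned in, then luciferase/luciferin detector mix added. After 8 min at ambient temperature, light output is measured.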
Texas Red fluor – compound fluoresces in the Texas Red spectral region. Compound fluorescence, Texas Red channel, 547/618 nm; stronger effect = higher value. max dye-equivalent concentration, M. 0.06% of 59,000 active. AID 587; in the data active = max dye-equivalent concentration above about 10 nM; inconclusive = between about 1.1 nM and that limit
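qHTS profiling of intrinsic compound fluorescence; 100 mM Tris pH 8.0; 15 min RT; ex 547 / em 618 nm; response expressed as Texas Red dye-equivalent concentration from six-point plate standard.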
Casp1 inh – blocks human caspase-1 allosterically or competitively; P29466; Caspase-1 enzyme, Ac-WEHD-AFC fluorogenic rate; Potency, µM (top dose mostly 57.5 µM), inactives show top-dose activity change, negative = inhibition, most hits filed as inhibitors; 0.03% of 75,000 active;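 note: potency is the fitted concentration of half-maximal effect; plate controls were vehicle for no effect and no substrate for full effect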
Target sequence (P29466 120-297 limits assumed): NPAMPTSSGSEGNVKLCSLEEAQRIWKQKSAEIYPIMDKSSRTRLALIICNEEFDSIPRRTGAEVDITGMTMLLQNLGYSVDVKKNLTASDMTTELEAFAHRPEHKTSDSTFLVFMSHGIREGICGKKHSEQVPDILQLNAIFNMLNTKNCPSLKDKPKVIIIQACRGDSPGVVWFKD
Target sequence (P29466 317-404 limits assumed): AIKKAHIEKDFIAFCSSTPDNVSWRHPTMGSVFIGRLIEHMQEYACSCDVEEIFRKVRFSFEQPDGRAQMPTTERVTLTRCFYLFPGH
Rhodamine autofl – rhodamine region autofluorescence; Rhodamine-region fluorescence, 547/598 nm, Tris buffer; stronger effect = higher value; max dye-equivalent concentration, M; 0.05% of 59,000 active; AID 594; in the data active = max dye-equivalent concentration above about 11 nM; inconclusive = between about 1.1 nM and that limit
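Steps: pin-transfer compounds into pH 8.0 Tris (100 mM), hold 15 min at room temperature, image with a 547/598 nm filter pair, and convert intensities to rhodamine-equivalent concentration using a six-point on-plate rhodamine series.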
HEK293 cAMP cs – raises cAMP in parental HEK293 cells, TSHR agonist counter-screen; parental HEK293 CNG cAMP sensor, membrane potential fluorescence; Potency, µM (highest dose often 57.1 µM), for inactives: at the highest dose activation, most hits filed as activators; 2.5% of 73,000 active; AID 938; note: potency is the fitted concentration of half-maximal effect; % of control where 0% means no effect; nearly all actives have a fitted effect of over 55% in size
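Parental HEK 293 cells stably expressing a modified CNG channel (no TSHR) report cAMP rise as membrane depolarization. Membrane potential dye with 100 uM RO 20-1724 was loaded for 60 min at room temperature, then compound added for 30 min; fluorescence read at 590 nm.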
Tau filament bind – binders of human tau filaments. P10636. 2% of 71,000 active. AID 596. recombinant tau filaments, thioflavin S fluorescence, 15 h; filaments grown with octadecylsulfate alongside compound. Potency, µM (top dose mostly 57.1 µM), inactives show top-dose activity change, negative = inhibition;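 note: potency is the fitted concentration of half-maximal effect; % is set by controls: 0 for no effect and ±100 for the full control effect; actives lower thioflavin S fluorescence by blocking filaments or displacing dye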
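Read-out: ThS fluorescence, 450 nm excitation/510 nm emission; lower signal marks blocked filament formation or displaced dye. Tau at 1 uM with 30 uM ODS, 10 uM ThS, 5 mM DTT, 100 mM NaCl, 10 mM HEPES pH 7.4; 15 h, 37 C.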
ERK AVP inh – blocks ERK signaling stimulated by vasopressin; HEK293-V1b, vasopressin-stimulated pERK AlphaScreen; Potency, µM (highest dose often 57.5 µM), inactives show at the highest dose activity, negative = inhibition, usual class: inhibitors; 0.99% of 72,000 active; note: potency is the fitted concentration of half-maximal effect; % is set by controls: 0 for no effect and ±100 for the full control effect; nearly all actives have a fitted effect of over 55% in size
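Phosphorylated ERK1/2 detected via AlphaScreen bead proximity in lysates of V1b-expressing HEK293 cells given 25 nM vasopressin for 5 min after 30 min compound exposure (37 °C). AC50 from Hill equation; basal DMSO 0%, vasopressin 100%.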
Fluorescein fluor – compound fluoresces in the fluorescein spectral region; AID 593; 0.91% of 59,000 active; Compound autofluorescence, 480/540 nm, fluorescein-equivalent; stronger effect = higher value; max fluorescein-equivalent concentration, M; in the data active = max fluorescein-equivalent concentration above about 10 nM; inconclusive = between about 1.1 nM and that limit
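Read-out is intrinsic compound fluorescence at 480/540 nm (excitation/emission), expressed as dye-equivalent concentration using a fluorescein standard series run on every plate. Compounds sat 15 min at room temperature in 100 mM Tris, pH 8.0.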
A350 autofl – A350 region autofluorescence | AID 590 | Compound autofluorescence, 340/450 nm, Alexa 350 dye-equivalents; stronger effect = higher value | 11% of 59,000 active | max dye-equivalent concentration, M; in the data active = max dye-equivalent concentration above about 10 nM; inconclusive = mostly about 1.1 nM to 9.6 nM
Numbers without * were called inactive; i = inactive; ? = inconclusive; · = no result given; & = joins results of further samples; [ ] = remark or other dose. Unless noted, calls come from the whole dose curve; as a rule, active = well fitted curve in the direction sought with a large enough effect; inconclusive = small, poorly fitted or top-dose-only effect, or another doubt; inactive = no such curve, though single readings can be large; an effect the other way counts as inactive or inconclusive. These rows are one share of the data; rates above refer to the full screens.

| canonical_smiles | Caspase-7 inhib | 4MU fluor | Luciferase inh | Texas Red fluor | Casp1 inh | Rhodamine autofl | HEK293 cAMP cs | Tau filament bind | ERK AVP inh | Fluorescein fluor | A350 autofl |
| --- | --- | --- | --- | --- | --- | --- | --- | --- | --- | --- | --- |
| O=C(Cc1ccc(Cl)cc1)NCC(=O)N1CCCC1 | 0% | i | 3% | i | 1% | i | 1% | 162% | -15% | i | i |
| Cc1c(C(=O)N2CCN(c3ccccn3)CC2)sc2ncnc(N3CCN(c4ccccc4)CC3)c12 | 0% | i | -1% | ? | 2% | i | ? | -6% | 14% | i | i |
| O=C(NCC(=O)N(CCN1CCOCC1)C(C(=O)NC1CCCC1)c1cccnc1)c1cccs1 (stereo not given) | 5% | i | 4% | i | -1% | i | -10% | 3% | -6% | i | i |
| COc1cc(C(=O)Nc2cc(C)c(OCC(=O)N3CCOCC3)c(C)c2)cc(OC)c1OC | 0% | · | -1% | · | 0% | · | -14% | 0% | -6% | · | · |
| COc1ccc(C2CCCN2C(=O)Nc2cccc(C(C)=O)c2)cc1OC (stereo not given) | 0% | i | -1% | ? | 4% | i | 13% | 6% | 26% | ? | i |
| Cc1ccc(S(=O)(=O)N[C@H]2COC(=O)[C@H](C)COC(=O)[C@H](C)NC(=O)C/C=C\[C@H]2C)cc1 | -2%[11.5 µM] | · | 0%[11.4 µM] | · | 0%[11.5 µM] | · | -2%[11.4 µM] | · | 0%[11.5 µM] | · | · |
| C=CCOc1c(Br)cc(CNn2nnnc2N)cc1OCC | -1% | i | 1% | i | 1% | i | 4% | -6% | -6% | ? | i |
| CN1CCN(C(=O)c2ccccc2N(Cc2ccccc2)S(C)(=O)=O)CC1 | -1% | i | -1% | ? | 0% | i | 2% | -8% | -6% | i | i |
| CCN(CC)CCNC(=O)c1ccc2c(=O)n(CCc3ccccc3)c(=O)[nH]c2c1 | 3% | 2.6e-08M* | 4% | i | 0% | i | -5% | 4% | 8% | i | 2.6e-08M* |
| COc1ccccc1C1/C(=C(/O)c2ccccc2)C(=O)C(=O)N1CCO (stereo not given) | 1% | i | 1% | i | -4% | i | 5% | -2% | -3% | i | i |
| Clc1ccc2nc(N3CCN(c4ccccc4)CC3)sc2c1 | -1% | i | -21% | i | 4% | i | -3% | 13% | 3% | ? | i |
| COc1cc(C2C3=C(CC(C)(C)CC3=O)N(C)C(=O)N2C)cc(OC)c1OC (stereo not given) | 1% | i | -1% | i | 0% | i | -2% | 3% | -2% | i | i |
| CCn1ccnc1C[C@@H]1COc2ccccc2O1 | 0%&3% | i | -1%&-2% | i | -2%&-1% | i | 23%&6% | ? | -8%&8% | ? | i |
| CC/C(O)=C(/C#N)c1nnc2n1CCCCC2 | 0% | i | 3% | i | 2% | i | 3% | -3% | -10% | i | i |
| Cc1ccc(S(=O)(=O)NCc2cccc([N+](=O)[O-])c2)cc1 | 0%[11.5 µM] | i | 3%[11.4 µM] | i | 0%[11.5 µM] | i | 2%[11.4 µM] | -8%[11.4 µM] | 13%[11.5 µM] | ? | i |
| COc1ccccc1N1CCN(C(=O)c2cc(-c3ccc(Cl)cc3)on2)CC1 | -2% | i | -1% | i | 4% | i | 10% | 1% | 14% | ? | i |
| COc1ccc(NC(=O)c2cc3c(=O)n(C)c4ccccc4c3n2C)cc1OC | -3% | · | 2% | · | -4% | · | -11% | i | ? | · | · |
| CCN1CCN(C(c2cccs2)C(C)NC(=O)c2ccccc2OC)CC1 (stereo not given) | 2% | · | -1% | · | 0% | · | 14% | 7% | · | · | · |
| Cc1c(Br)c(C(F)(F)F)nn1CC(=O)NCC1CCCO1 (stereo not given) | 0% | · | 1% | · | 2% | · | 29% | 0% | 0% | · | · |
| Cc1csc(NC(=O)CSc2nc(C(C)C)nc3c2c(=O)n(C)c(=O)n3C)n1 | -1% | · | 3% | · | 2% | · | 5% | 33% | · | · | · |
| CC1CCN(S(=O)(=O)c2ccc(F)c(C(=O)O)c2)CC1 | -1% | i | -1% | i | -4% | i | 5% | 6% | 30% | ? | i |
| CCOCCCNC(=O)C1CCC(CNS(=O)(=O)c2cccc3nsnc23)CC1 (stereo not given) | -1% | i | 2% | i | 0% | i | 11% | -2% | 18% | ? | i |
| CC(C)NC(=O)N1CCC2(CC1)CCN(C(=O)c1ccncc1)CC2 | 2% | i | 3%[11.4 µM] | i | -2% | i | 3% | 1% | 16% | i | i |
| Cc1cc(C)nc(SCCn2c(N3CCC(C)CC3)nc3c2c(=O)n(C)c(=O)n3C)n1 | 1% | ? | 1% | i | -1% | i | 16% | -2% | 3% | i | ? |
| CCCc1cc(=O)n2[nH]c(-c3ccc(Br)cc3)cc2n1 | 0% | i | -5% | i | -5% | i | 13% | 82% | 14% | i | i |
| O=C(CN1CCN(S(=O)(=O)c2ccccc2)CC1)Nc1cccc(C(F)(F)F)c1 | -5% | i | 1% | i | -4% | i | 20% | 11% | -4% | ? | i |
| OC[C@@H](O)CNc1ncnc2ccccc12 | 0%[11.5 µM] | i | 1%[11.4 µM] | i | 0%[11.5 µM] | i | 19%[11.4 µM] | 5%[11.4 µM] | -6%[11.5 µM] | i | i |
| COc1ccc(CN2CCN(S(=O)(=O)c3ccccc3)CC2)c(OC)c1 | 1% | i | 5% | i | 0% | i | 22% | -4% | -11% | i | i |
| Cc1noc(/C=C/N(C)C)c1S(=O)(=O)N1CCN(c2ccccc2)CC1 | -5% | · | 2% | · | -1% | · | 4% | 121% | 8% | · | · |
| CCC(=O)N1CCc2cc(S(=O)(=O)NCCC(=O)N3CCN(Cc4ccccc4)CC3)ccc21 | -2% | i | 2% | i | 1% | i | 6% | -11% | ? | ? | i |
| Cc1cccc(Cn2c(C(C)O)nc3ccccc32)c1 (stereo not given) | -1% | i | -1% | i | 2% | i | ? | -22% | -19% | ? | i |
| Nn1cnnc1SC1CCCCC1NS(=O)(=O)c1ccccc1 (stereo not given) | 0% | i | 1% | i | 2% | i | 11% | -7% | -5% | i | i |
| CCCN1C2=NCCN2c2cc(C)c(C)cc21 | -1% | i | -1% | i | 0% | i | ? | 14% | 9% | i | i |
| O=C(Nc1cc(=O)c2ccccc2o1)N1CCOCC1 | -1% | · | 2% | · | 0% | · | -8% | 4% | -13% | · | · |
| Cc1nc(NCc2ccco2)c2c3c(sc2n1)CCC3 | -5% | i | 2% | i | 0% | i | 16µM* | 2% | ? | i | i |
| CCOC(=O)C1CCCN(S(=O)(=O)c2ccc(OC)c3ccccc23)C1 (stereo not given) | -1% | i | 1% | i | -2% | i | 20% | -4% | ? | i | i |
| Cc1cccc(NC(=O)CN(C)S(=O)(=O)c2cccc3cccnc23)c1 | -1% | · | -4% | · | 2% | · | 15% | -7% | 1% | · | · |
| CC(C)(CO[C@H]1C[C@H]2CC[C@@]1(C)C2(C)C)[N+](=O)[O-] | 0%[11.5 µM] | i | 3%[11.4 µM] | i | -4%[11.5 µM] | i | -2%[11.4 µM] | -8%[11.4 µM] | 8%[11.5 µM] | ? | i |
| O=C(O)/C(=C\c1ccc(O)cc1)c1cccc2ccccc12 | 0%[11.5 µM] | i | 1%[11.4 µM] | i | -2%[11.5 µM] | i | 11%[11.4 µM] | 5%[11.4 µM] | 11%[11.5 µM] | ? | i |
| COC(=O)c1ccc(C(/C=C/[C@@H](C)C(=O)N[C@H](C)CO)NC(=O)OCc2ccccc2)cc1 (stereo not given in full) | -1% | · | · | · | -1% | · | 3% | -12% | 19% | · | · |
| O=c1cc(CSc2nnc(COc3ccc(Cl)cc3)o2)c2ccccc2[nH]1 | -10% | i | -1% | ? | 1% | i | 25µM* | 1% | 14% | ? | i |
| Cc1ccc(-n2c(O)cnc2Nc2nc(C)cc(C)n2)cc1 | -1% | i | 3% | i | 0% | i | 9% | -11% | 0% | i | i |
| COCCSc1ccccc1C(=O)Nc1ccncc1 | 0% | i | -5% | i | -1% | i | -18% | -15% | -7% | i | i |
| Cc1cccc(-c2nnc3n2N=C(c2ccccc2)CS3)c1 | · | i | 1%[25.5 µM] | i | · | i | · | · | · | ? | i |
| Cc1cc2c(c(=O)n1CCc1ccccc1)C(C(C)C)C(C#N)=C(N)O2 (stereo not given) | -1% | i | 2% | i | 0% | i | 7% | 15% | -23% | i | i |
| CCOCC(=O)Nc1cc(-c2cn3cccnc3n2)ccc1C | -2% | 3.6e-06M* | -1% | i | -2% | i | -1%[2.29 µM] | 1% | 12% | i | 3.8e-06M* |
| O=C(NCc1ccccn1)c1coc(=O)c(Br)c1 | · | 7.7e-07M* | -1%[25.5 µM] | i | · | i | · | · | · | ? | 8.4e-07M* |
| CCOC(=O)c1ccc(CNC(=O)C(Cc2c[nH]c3ccccc23)NC(C)=O)o1 (stereo not given) | 0% | i | -1% | ? | 2% | i | -2% | 7% | -7% | i | i |
| CCN(CC)c1ccc(NC(=O)c2ccc(NC(=O)C3CCCO3)cc2)c(C)c1 (stereo not given) | 1% | i | -11% | i | 2% | i | -5% | -15% | 6% | i | i |
| O=C(NCc1ccco1)C(c1ccc(F)cc1)N(Cc1cccnc1)C(=O)Cn1nnc2ccccc21 (stereo not given) | 1% | i | 2% | i | 1% | i | 23% | 2% | -17% | ? | ? |
| CCOC(=O)c1c(C)[nH]c2ccc(O)cc12 | -2% | i | -10% | i | -1% | i | 2% | 5% | -12% | i | i |
| O=C(Nc1ccccc1N1CCOCC1)c1ccc2ccccc2n1 | 7% | i | -15% | i | -3% | i | ? | 0% | 28% | ? | i |

From PubChem BioAssay
